PLK1 PBD inh: qHTS for Inhibitors of PLK1-PDB (polo-like kinase 1 - polo-box domain): Primary Screen. Serine/threonine-protein kinase PLK1 (Homo sapiens), P53350. Plk1 PBD binding of FITC phosphopeptide, fluorescence polarization. Potency, µM, inactives show max response, negative = inhibition, actives largely listed as inhibitors. 2.8% of 360,000 active; further: potency means the concentration at half of the fitted maximal effect; series mostly up to about 57 µM; on the % scale 0 is the no-effect control and ±100 the full control effect; nearly all actives have a fitted effect of over 65% in size
Target sequence (P53350 whole entry, looked up, the tested form may be a part): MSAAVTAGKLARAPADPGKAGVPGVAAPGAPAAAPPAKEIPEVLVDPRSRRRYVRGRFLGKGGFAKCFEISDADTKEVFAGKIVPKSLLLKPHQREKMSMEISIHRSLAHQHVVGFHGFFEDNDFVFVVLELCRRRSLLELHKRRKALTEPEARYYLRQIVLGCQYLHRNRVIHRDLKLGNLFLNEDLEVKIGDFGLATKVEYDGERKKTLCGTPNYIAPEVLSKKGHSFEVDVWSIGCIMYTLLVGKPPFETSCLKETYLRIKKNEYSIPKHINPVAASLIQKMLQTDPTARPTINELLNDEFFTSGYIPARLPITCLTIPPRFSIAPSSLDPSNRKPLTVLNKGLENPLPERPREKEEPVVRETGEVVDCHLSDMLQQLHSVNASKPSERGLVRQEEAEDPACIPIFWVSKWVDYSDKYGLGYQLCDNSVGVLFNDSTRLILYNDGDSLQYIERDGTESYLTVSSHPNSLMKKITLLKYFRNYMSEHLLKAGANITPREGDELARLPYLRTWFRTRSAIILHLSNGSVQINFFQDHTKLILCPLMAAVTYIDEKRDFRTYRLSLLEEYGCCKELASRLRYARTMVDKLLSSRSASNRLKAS
FUS suppressor: qHTS for Suppressors of FUS Proteinopathy: Primary screen using FUS-linked yeast assay; Potency, µM (series often up to 76.6 µM), without a hit: at the top dose growth rescue (activation), hits mostly activators; 0.24% of 390,000 active; AID 1347120, 2019; S. cerevisiae FUS-expressing, growth rescue, OD600, 24 h;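 further: potency means the concentration at half of the fitted maximal effect; plate controls were DMSO vehicle for no effect and reference control for full effect; nearly all actives have a fitted effect of over 55% in size; some results filed as inactive show a strong effect at the top dose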
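Compound concentration series was pinned onto galactose-induced FUS-expressing yeast seeded at OD 0.005. Plates sat 24hr at 30C; absorbance at 600 nm gave growth. DMSO served as background control.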
IL-2 act: qHTS of IL-2 Activators. IL-2 activation reporter assay, cell-based qHTS; stimulated with anti-CD3/CD4/CD28 beads; in transgenic mouse T cells. activation, % (series mostly up to about 46 µM). 0.065% of 360,000 active. AID 652025, 2013; in the data active means activation above about 50%; inconclusive means mostly about 30% to 49%; further: 0% is about no effect
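Readout is EGFP and DsRed signal by fluorescent plate cytometry after 18 h at 37 degrees C. Transgenic mouse T cells (750/well) received compound for 60 min before bead stimulation (anti-CD3, anti-CD4, anti-CD28); memory T cells served as non-tolerant control.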
EPAC1 agonist: qHTS for Agonist of cAMP-regulated guanine nucleotide exchange factor 3 (EPAC1): primary screen. Rap guanine nucleotide exchange factor 3 (Homo sapiens), O95398. EPAC1 agonist qHTS, biochemical assay; response scale: 100% = response to 6.5 mM cAMP. Potency, µM (series often up to 154 µM), without a hit: at the highest dose activation, most hits filed as activators. 0.073% of 360,000 active. AID 720707, 2013; further: potency means the concentration at half of the fitted maximal effect; nearly all actives have a fitted effect of over 60% in size
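EPAC1 100 nM, Rap1B–BODIPY-GDP 250 nM, unlabeled GDP 50 uM; compound titration; 5 min RT; kinetic read ex480/em540 at 5-min intervals ×30 min; data normalized to 6.5 mM cAMP agonist control.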
WRN helicase inh: qHTS for Inhibitors of WRN Helicase; AID 651768, 2012; Potency, µM (series often up to 114 µM), inactives show top-dose activity change, negative = inhibition, hits mostly inhibitors; 0.46% of 360,000 active; Bifunctional 3'-5' exonuclease/ATP-dependent helicase WRN (Homo sapiens), Q14191; WRN helicase unwinding, fluorescent forked duplex, kinetic; further: potency means the concentration at half of the fitted maximal effect; on the % scale 0 is the no-effect control and ±100 the full control effect; nearly all actives have a fitted effect of over 55% in size
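Fluorescence dequenching readout, ex 525 nm/em 598 nm, kinetic mode: forked duplex DNA (100 nM final) with adjacent fluorophore and quencher unwound by WRN (20 nM final) with 2 mM ATP. Compound preincubation 15 min, room temperature.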
EPAC1 antagonist: qHTS for Antagonist of cAMP-regulated guanine nucleotide exchange factor 3 (EPAC1): primary screen; Potency, µM (series often up to 115 µM), inactives show at the top dose activity change, negative = inhibition, actives largely listed as inhibitors; 0.14% of 360,000 active; Rap guanine nucleotide exchange factor 3 (Homo sapiens), O95398; EPAC1 GEF assay, Rap1b-BODIPY-GDP exchange fluorescence; AID 720709, 2013;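 further: potency means the concentration at half of the fitted maximal effect; plate controls were vehicle for no effect and positive control for full effect; nearly all actives have a fitted effect of over 50% in size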
PI5P4Ka inh: qHTS for Inhibitors of phosphatidylinositol 5-phosphate 4-kinase (PI5P4K). PI5P4Kalpha enzyme, ADP-Glo luminescence, 60 min; stronger effect = lower value. max response, %. 1.2% of 330,000 active. AID 652105, 2013; active means max response of -50% or lower; inconclusive means between -30% and -50%; inactive means -30% or higher; further: value at the top dose of about 77 µM; on the % scale 0 is the no-effect control and ±100 the full control effect
Target sequence (P48426 whole entry, looked up): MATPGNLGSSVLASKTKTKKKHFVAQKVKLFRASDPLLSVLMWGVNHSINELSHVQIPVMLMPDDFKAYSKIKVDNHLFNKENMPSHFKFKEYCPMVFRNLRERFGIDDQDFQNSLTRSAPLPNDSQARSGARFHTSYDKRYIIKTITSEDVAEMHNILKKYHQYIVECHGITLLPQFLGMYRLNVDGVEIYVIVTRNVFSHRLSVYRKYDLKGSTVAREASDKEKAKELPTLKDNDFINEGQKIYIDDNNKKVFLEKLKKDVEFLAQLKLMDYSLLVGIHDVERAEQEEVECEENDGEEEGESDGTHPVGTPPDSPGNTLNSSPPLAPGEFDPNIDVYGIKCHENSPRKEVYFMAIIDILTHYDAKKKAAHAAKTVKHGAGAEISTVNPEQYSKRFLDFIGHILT
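Reactions run in 0.038 M HEPES pH 7.4, 0.28 mM EGTA, 0.1% CHAPS and 5% DMSO, with PI5P4Kalpha, substrate, compound and 5 microM ATP final, one hour at room temperature. Readout is ADP-Glo luminescence.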
Abeta yeast res: qHTS for compounds that reverse cellular toxicity of Amyloid beta (A-beta) peptide in yeast: Primary Screen; yeast expressing A-beta42, growth rescue, OD600, 48 h; response scale: 0% DMSO, 100% iron-clioquinol control; 0.063% of 410,000 active; Potency, µM (titrated, usually from 46.1 µM), for the others: at the highest dose growth rescue, most hits filed as activators; AID 1347071, 2019; further: potency means the concentration at half of the fitted maximal effect; nearly all actives have a fitted effect of over 55% in size
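Yeast A-beta toxicity model in growth medium with pinned compounds, 48 h at 30 C; growth read as absorbance at 600 nm. Normalized to FeCl3/clioquinol equimolar mix (positive) and DMSO (negative).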
The depositor's hits bear a star; ? = inconclusive; . = not tested or not shown; [ ] = another dose, or the depositor's remark. Unless noted, the call rests on the fitted dose curve; in most records, active means well fitted curve in the direction sought with a large enough effect; inconclusive means small, poorly fitted or top-dose-only effect, or another doubt; inactive means no such curve, though single readings can be large; an effect the other way counts as inactive or inconclusive.

No.	Molecule	PLK1 PBD inh	FUS suppressor	IL-2 act	EPAC1 agonist	WRN helicase inh	EPAC1 antagonist	PI5P4Ka inh	Abeta yeast res
1	O=C(NCCc1c[nH]c2ccccc12)c1ccc(S(=O)(=O)NCc2ccco2)cc1	-11%	?	-1.2	3%	-11%	-1%	-19	27%
2	O=C(OCC#CCSc1nnc(-c2cccc3ccccc23)o1)c1ccc(Cl)cc1	.	-8%	-1.7	1%	.	-29%	.	-3%
3	CNC(=O)NC(=O)COC(=O)CCc1nc(=O)c2ccccc2n1C	1%	15%	0.5	7%	3%	15%	0	14%
4	O=C(Nc1cccnc1)C1=NN(C2CCS(=O)(=O)C2)C(=O)CC1 (stereo unspecified)	5%	-34%	1.9	8%	4%	-4%	0	0%
5	CN1C(=O)/C(=C/c2ccc(OCc3ccccc3F)cc2)NC1=S	-5%	-7%	-0.9	3%	-4%	-15%	-4	-4%
6	O=C(N/N=C/c1ccc([N+](=O)[O-])cc1)c1cc2ccccc2o1	1%	-14%	2.0	-2%	-32%	5%	-18	5%
7	CCSc1nnc(NC(=O)c2csc3c2CCC(C)C3)s1 (stereo unspecified)	-19%	12%	3.8	-3%	0%	-7%	.	24%
8	Cc1nc([N+](=O)[O-])nn1C12CC3CC(CC(Br)(C3)C1)C2	4.7µM*	18%	-1.1	4%	-6%	-7%	.	-18%
9	COc1ccccc1NC(=O)CSc1nnc(NC(=O)c2ccco2)s1	-1%	.	-0.9	-2%	-19%	1%	6	10%
10	COC(=O)CNC(=O)CSc1ccccn1	-4%	-24%	-0.1	21%	-1%	-1%	-2	-9%

One compound at a time, from the list above.
Entry for `O=C(OCC#CCSc1nnc(-c2cccc3ccccc23)o1)c1ccc(Cl)cc1` = PLK1 PBD inh = .; FUS suppressor = -8%; IL-2 act = -1.7; EPAC1 agonist = 1%; WRN helicase inh = .; EPAC1 antagonist = -29%; PI5P4Ka inh = .; Abeta yeast res = -3%
Entry for `O=C(Nc1cccnc1)C1=NN(C2CCS(=O)(=O)C2)C(=O)CC1` (stereo unspecified) = PLK1 PBD inh = 5%; FUS suppressor = -34%; IL-2 act = 1.9; EPAC1 agonist = 8%; WRN helicase inh = 4%; EPAC1 antagonist = -4%; PI5P4Ka inh = 0; Abeta yeast res = 0%

Continuation.
No.	Molecule	PLK1 PBD inh	FUS suppressor	IL-2 act	EPAC1 agonist	WRN helicase inh	EPAC1 antagonist	PI5P4Ka inh	Abeta yeast res
11	CCc1nc(NCCCN2CCOCC2)c2oc3ccccc3c2n1	-1%	38%	-0.4	-6%	0%	15%	9	-19%
12	CCOc1ccc(S(=O)(=O)N2CCOCC2)cc1NC(=O)CN1C(=O)NC(C)(c2ccccc2)C1=O (stereo unspecified)	-5%	19%	-1.2	-1%	-9%	7%	-11	4%
13	O=C1CC(c2cccs2)c2cc3c(cc2N1)OCCO3 (stereo unspecified)	1%	10%	-0.3	-4%	-5%	2%	.	31%
14	CC1(C(=O)NCc2ccccc2)CN(S(C)(=O)=O)CC(=O)N1C1CCN(Cc2ccccc2)CC1 (stereo unspecified)	-6%	-1%	1.7	8%	1%	0%	0	-13%
15	C/C(=N\NC(=O)CN1CCN(Cc2ccccc2)CC1)c1ccncc1	2%	-14%	-0.6	1%	3%	7%	3	-6%
16	CCC(C)(C)n1nnnc1C(c1ccc(C)cc1)N1CCSCC1 (stereo unspecified)	-6%	4%	-0.1	9%	1%	1%	2	-25%
17	Cc1cc(C)nc(N2CCCC(C(=O)NCc3ccccc3F)C2)n1 (stereo unspecified)	-1%	-44%	1.7	-3%	-6%	1%	2	21%
18	CCOC(=O)Cc1csc(SC(C)C(=O)Nc2ccc(NC(C)=O)cc2)n1 (stereo unspecified)	-1%	16%	-0.7	6%	4%	-3%	-1	7%
19	COc1ccc(NC(=O)C2CCCN(S(=O)(=O)c3ccc4c(c3)CCCN4C(C)=O)C2)cc1Cl (stereo unspecified)	-1%	?	-5.1	7%	-8%	-5%	-1	4%
20	CC(CNC(=O)CC(C)(C)C)NC(=O)CC(C)(C)C (stereo unspecified)	-8%	-13%	1.2	5%	-7%	-8%	2	0%
21	CCCCCc1nnc(NC(=O)Cc2ccc([N+](=O)[O-])cc2)s1	?	-12%	4.0	-7%	2%	-4%	-16	-5%
22	COc1ccccc1CNS(=O)(=O)c1c(C)cc(C)cc1C	4%	0%	-3.9	0%	14%	-7%	-4	5%
23	Cc1nn(-c2ccccc2)c(Cl)c1C(=O)NCCCCNC(=O)c1c(C)nn(-c2ccccc2)c1Cl	4%	4%	0.0	9%	-2%	-1%	6	4%
24	COC(=O)Cc1c(C)c2ccc(O)c(CN3CCCC(C)C3)c2oc1=O (stereo unspecified)	1%	1%	0.0	1%	3%	-13%	3	16%
25	O=C(COc1nc2ccccc2nc1N1CCOCC1)NC1CCCCC1	-15%	-11%	-1.5	-5%	4%	-2%	2	-8%
26	Cc1ccc2[nH]c(O)c(N=Nc3ccccc3C)c2c1	-5%	19%	0.0	5%	-6%	-6%	1	8%
27	CC1CC(C)CN(C(=O)COC(=O)COc2ccccc2C#N)C1 (stereo unspecified)	4%	-4%	0.2	-12%	-7%	0%	3	38%
28	CN(C)CCNc1ncnc2c1ncn2[C@H]1CN(C)C[C@@H](CO)O1	-14%	-17%	0.0	3%	5%	4%	0	-13%
29	Cc1ccc(Cl)cc1NC(=O)c1cccc(OC(F)F)c1	0%	6%	0.9	9%	-17%	3%	.	?
30	CCOc1cc(NC(=S)NCCCN2CCOCC2)c(OCC)cc1NC(=O)c1ccc(C)cc1	-1%	19%	-0.1	6%	11%	-1%	1	1%
31	CC1CCCCC1NC(=O)Cn1cccc1C(=O)c1ccccc1 (stereo unspecified)	-19%	-18%	-3.5	-4%	6%	-1%	-1	-10%
32	CSc1cc(C)n(-c2ccccc2C)c(=S)c1C(C)=O	2%	0%	-1.8	-10%	1%	-7%	2	25%
33	CCn1c(COc2c(C)cccc2C)nnc1SCC(=O)N1CCN(c2ccccc2)CC1	-15%	?	-0.4	0%	-7%	-11%	1	17%
34	Cc1c(NC(=O)N(C)C)c(=O)n(-c2ccccc2)n1C	-1%	0%	-0.1	5%	8%	1%	-7	-4%
35	OC(CNC1CCCCC1)COCCOc1ccc(Br)cc1 (stereo unspecified)	0%	.	-0.2	-1%	7%	2%	14	26%
36	CCN(CC)CCNC(=O)CNC(=S)N(CCCN1CCOCC1)Cc1cccs1	-13%	5%	-3.1	13%	-28%	-1%	-8	-4%
37	Cc1cc(C)cc(N(CC(=O)O)S(=O)(=O)c2c(C)[nH]c(=O)[nH]c2=O)c1	-14%	12%	0.0	9%	-31%	4%	-9	-4%
38	CCOC(=O)c1c(-c2ccccc2)csc1NC(=O)C(C)NCc1ccco1 (stereo unspecified)	-19%	26%	-1.4	16%	-30%	?	1	-48%[inhibitor]
39	CCOC(=O)C1=C(C)NC(=O)NC1c1ccc(-c2ccc(Cl)cc2)o1 (stereo unspecified)	-9%	-6%	-1.1	-5%	-4%	-12%	-6	-9%
40	Cc1cccc(C)c1Nc1nnc(SCc2nc3ccccc3s2)s1	-24%	.	-1.2	9%	-21%	5%	-13	21%
41	C/C(=N\Nc1ncc(Cl)cc1Cl)c1ccc2c(c1)OCO2	3%	-22%	-1.4	5%	3%	1%	6	-3%
42	COc1cccc(NC(=O)CSC2=NN3CCCC(=O)N=C3S2)c1	2%	0%	-4.0	13%	-17%	-6%	-22	-8%
43	COc1ccc(CCN(C)C(=O)CSc2nccn2C)cc1OC	-2%	3%	-2.1	4%	10%	13%	0	-5%
44	CC(=O)Nc1sc2c(c1C(N)=O)CCC2	-4%	15%	5.0	-11%	-6%	-5%	-12	3%
45	COc1cccc(CNC(=O)C2CCCN(c3nn4c(=O)cc(C)nc4s3)C2)c1OC (stereo unspecified)	-1%	5%	7.3	-2%	9%	11%	1	1%
46	Cc1nnc2ccc(N3CCCC3)nn12	-1%	-4%	-0.8	-8%	8%	21%	3	-9%
47	Nc1[nH]c(=O)[nH]c(=O)c1N=Nc1cccc(Cl)c1	-18%	-2%	-0.7	13%	-4%	1%	?	3%
48	CN(C)CCNC(=O)/C=N/O	-12%	-23%	-0.2	26%	-5%	-4%	-2	-6%
49	COc1cc2ccccc2cc1C(=O)N1CC(C)CC(C)C1 (stereo unspecified)	-2%	19%	-2.6	-3%	3%	-4%	4	-27%
50	CC(CNC(=O)c1cccc(Br)c1)n1cncn1 (stereo unspecified)	-5%	-15%	-3.3	8%	4%	5%	3	8%
51	O=C(C1CCCO1)N1CCN(C(=S)Nc2ccccc2Cl)CC1 (stereo unspecified)	-23%	-13%	-0.2	6%	-6%	-9%	-1	-4%

Just PLK1 PBD inh (five entries from above):
no. | smiles | PLK1 PBD inh
42 | COc1cccc(NC(=O)CSC2=NN3CCCC(=O)N=C3S2)c1 | 2%
43 | COc1ccc(CCN(C)C(=O)CSc2nccn2C)cc1OC | -2%
44 | CC(=O)Nc1sc2c(c1C(N)=O)CCC2 | -4%
45 | COc1cccc(CNC(=O)C2CCCN(c3nn4c(=O)cc(C)nc4s3)C2)c1OC (stereo unspecified) | -1%
46 | Cc1nnc2ccc(N3CCCC3)nn12 | -1%
